Assay outcomes deposited in PubChem BioAssay by several laboratories.
NFkB transloc pot: enhances IL-1B driven NFkB nuclear translocation; AID 819; hit rate 0.3% among 94,000; activation, % at 2 µM; HUVEC IL-1B NFkB p65 nuclear translocation imaging;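 active = activation above 40%, about the mean plus 3 SD, also judged a hit on visual image review; inconclusive = activation above 40% but not a hit on visual review; inactive = activation not above 40% and no visual hit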;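 also: percent activation is computed from the nuclear over cytoplasmic p65 intensity ratio; values of inactives mirror those of a sister screen read the other way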
NFkB transloc inh: blocks IL-1B driven NFkB nuclear translocation in HUVEC cells. HUVEC IL-1B NFkB p65 nuclear translocation imaging. hit rate 0.43% among 94,000. inhibition, % at 2 µM;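 active = inhibition above about 30% together with a positive call from visual inspection of the well image, limit read from the data; inconclusive = inhibition above a set limit but visual check negative; inactive = inhibition not above a set limit, visual check negative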;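 also: nuclear over cytoplasmic p65 intensity ratio measured by imaging; 0% = IL-1B stimulated DMSO wells and 100% = unstimulated DMSO wells; values of inactives mirror those of a sister screen read the other way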
PLAP inhibitors HTS: inhibition of human placental alkaline phosphatase – biochemical, luminescence, HTS (AID 690) | purified PLAP, luminescent substrate; higher % means a stronger effect | inhibition, % at 20 µM, or IC50 in µM where a hit was titrated | hit rate 0.08% among 96,000; in the data active = a potency from the dose series; inactive = the rest, 99 in 100 with inhibition below about 30%; also: strong numbers were not always called active
MRP resist rev: MRP-mediated drug resistance reversal | H69AR cells + 2 uM doxorubicin, CellTiter-Glo, 72 h | differential viability (reversal), % at 10 µM | hit rate 0.04% among 85,000 | AID 602;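 active = viability drop by adding the cancer drug above about 55%, with treated viability meeting a 40% cutoff, limit read from the data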;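 also: viability without doxorubicin minus viability with 2 µM doxorubicin for each compound; larger differential means the compound sensitizes cells more to doxorubicin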
Bcl-B TR3 displacers: displacers of TR3 peptide from Bcl-B, primary screen, selectivity assay for Bfl-1 inhibitor project, biochemical, fluorescence polarization; FP displacement of FITC-TR3 peptide from Bcl-B; higher % means a stronger effect; AID 748; displacement, % at 20 µM, or IC50 in µM where a hit was titrated; hit rate 0.11% among 96,000;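 active = displacement above 50% at 20 µM plus a fluorescence interference ratio under 1.5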;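 also: plate controls were wells without compound for no effect and wells lacking Bcl-B protein for full effect; a part of the inactive calls stands beside numbers as strong as those of hits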
MRP resist rev cytotoxicity: second read-out of MRP resist rev, no call of its own (marks repeat the call); viability, %; H69AR cells, CellTiter-Glo, 72 h; measured here: cytotoxicity without doxorubicin
MRP resist rev with doxorubicin: also measured in MRP resist rev; calls as there; viability, %; measured here: viability with 2 uM doxorubicin; stronger effect = lower value
NFkB transloc inh cell count 2 µM: also measured in NFkB transloc inh; calls as there; cell count; measured here: cells passing quality filter;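 raw number of nuclei counted in each imaged well without normalization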
NFkB transloc pot cell count 2 µM: further read-out of NFkB transloc pot, marked with its call; cell count; measured here: cells passing quality filter
An asterisk follows results filed as active; ? = inconclusive; . = not tested or not shown. The list is partial; rates above refer to the full screens.

SMILES | NFkB transloc pot | NFkB transloc pot cell count 2 µM | NFkB transloc inh | NFkB transloc inh cell count 2 µM | PLAP inhibitors HTS | MRP resist rev | MRP resist rev cytotoxicity | MRP resist rev with doxorubicin | Bcl-B TR3 displacers
COc1ccccc1N1C(=O)c2ccccc2NC1C(OC)OC (stereo not given) | -5 | 153 | 4 | 153 | . | -5 | 95 | 99 | .
O=C(c1ccc(S(=O)(=O)N2CCOCC2)cc1)N1CCN=C1SCc1cccnc1 | 14 | 112 | -14 | 112 | -1% | 2 | 89 | 87 | -3%
CCn1c(SCC(=O)OCc2ccccc2)nc2c1c(=O)n(C)c(=O)n2C | -1 | 168 | 2 | 168 | -21% | -6 | 92 | 98 | -5%
Cc1c(O)c(CN2CCCC2)cc2c1oc(=O)c1ccccc12 | -9 | 99 | 9 | 99 | -64% | -12 | 71 | 83 | 8%
Cc1ccc(C(=O)N2CCN(c3ccc(NC(=O)c4cccnc4)cc3)CC2)cc1 | 1 | 93 | -1 | 93 | -64% | 13 | 92 | 78 | 7%
O=C(Nc1ccccc1-c1nnn(CC(=O)N2CCCc3ccccc32)n1)c1cccc(Cl)c1 | -9 | 105 | 9 | 105 | . | 18 | 102 | 84 | .
C/C(Nc1ccc(C)cc1)=C(/C#N)C(N)=O | -21 | 51 | 20 | 51 | 4% | 0 | 93 | 93 | 1%
O=C(CN1CCC(NC(=O)c2ccc(F)cc2)CC1)NCc1ccccc1F | -6 | 166 | 6 | 166 | 11% | 16 | 88 | 72 | 0%
COc1cccc(C(=O)Nc2c3c(nn2-c2ccccc2C)CS(=O)C3)c1OC (stereo not given) | 1 | 43 | -2 | 43 | 7% | -4 | 90 | 94 | -11%
CC(C)(C)OC(=O)N1Cc2ccccc2C[C@H]1C(=O)O | -9 | 106 | 9 | 106 | 7% | 8 | 103 | 95 | 5%
CCOC(=O)c1c(NC(=O)CSc2nnc(C)s2)sc2c1CCCCC2 | 0 | 143 | 0 | 143 | -6% | -2 | 70 | 71 | -5%
Cc1cc(NCCCN)nc(-c2ccccc2O)n1 | 25 | 168 | -25 | 168 | -17% | 7 | 21 | 15 | -3%
O=C(NCCN1CCN(c2ccccc2F)CC1)C1CC(=O)N(C2CCCC2)C1 (stereo not given) | ? | . | -45 | 181 | -17% | -12 | 92 | 104 | -11%
CCOc1cc(C(=O)OCC(=O)c2c(N)n(C)c(=O)n(C)c2=O)cc(OCC)c1OCC | 6 | 176 | -6 | 176 | -40% | -18 | 55 | 73 | -13%
O=C(Nc1ccccc1C(=O)O)c1cncc(Br)c1 | 0 | 167 | 0 | 167 | -5% | -12 | 92 | 104 | 18%
Cc1ccc(-c2noc(CCC(N)=O)n2)cc1 | . | . | . | . | 23% | -3 | 91 | 94 | 8%
O=C1NC2=C(CCc3ccccc32)C(c2ccc(Br)cc2)N1 (stereo not given) | 6 | 182 | -6 | 182 | -14% | 17 | 89 | 72 | -10%
Cc1ccccc1NC(=O)c1cnn(-c2ccccc2)c1NC(=O)c1ccco1 | 20 | 119 | -20 | 119 | -48% | 7 | 84 | 77 | 8%
Cc1ccc(OCC(O)CNC(=O)c2ccccc2C(=O)O)cc1 (stereo not given) | -2 | 110 | 2 | 110 | 2% | . | . | . | 2%
O=C(NCc1ccco1)c1cc(-c2ccccc2)nc2ccccc12 | -6 | 153 | 6 | 153 | 37% | 9 | 80 | 71 | 6%
CC(=O)O[C@H]1CC[C@@]2(C)C(CCC3C2CC[C@]2(C)OC(=O)CCC32)C1 (stereo not given in full) | 7 | 162 | -7 | 162 | . | 15 | 90 | 74 | .
C=CCOc1ccc(/C(CC)=N/O)c(OC)c1 | -5 | 115 | 5 | 115 | 14% | 4 | 99 | 94 | 4%
CCCCC1(CCCC)NC(=S)N(Nc2ccc(C)cc2)C1=O | 2 | 154 | -2 | 154 | -7% | -6 | 103 | 109 | 3%
Cc1cc(C)nc(SCC(=O)Nc2ncc3c(n2)CCCC3=O)n1 | 4 | 119 | -4 | 119 | 13% | -7 | 91 | 98 | -5%
COc1cc2c(=O)n(Cc3ccccc3)c(=O)n(CC(=O)NCCc3ccccc3)c2cc1OC | 16 | 180 | -16 | 180 | -27% | -6 | 33 | 40 | 4%

The list goes on:
SMILES | NFkB transloc pot | NFkB transloc pot cell count 2 µM | NFkB transloc inh | NFkB transloc inh cell count 2 µM | PLAP inhibitors HTS | MRP resist rev | MRP resist rev cytotoxicity | MRP resist rev with doxorubicin | Bcl-B TR3 displacers
CCOC(=O)C1CCN(c2c(NCCCN(CC)c3ccccc3)c(=O)c2=O)CC1 | 0 | 145 | 0 | 145 | -35% | 20 | 85 | 65 | 1%
CCOC(=O)CSc1nnc([C@@H](NC(=O)OC(C)(C)C)C(C)C)o1 | 6 | 204 | -6 | 204 | 2% | 0 | 97 | 96 | 5%
Cc1ccc(C(=O)COC(=O)c2ccc3c(c2)C(=O)N(c2cccc4ncccc24)C3=O)cc1C | -2 | 65 | 2 | 65 | -15% | . | . | . | 12%
O=S(=O)(Cc1ccccc1)Nn1cnnc1 | . | . | . | . | -7% | . | . | . | -3%
COC(=O)C1=C(N)Oc2cc(C)n(Cc3ccncc3)c(=O)c2C1c1cccnc1 (stereo not given) | 14 | 131 | -14 | 131 | . | -4 | 87 | 92 | .
Clc1ccc2[nH]c3c(NCCCN4CCOCC4)ncnc3c2c1 | -10 | 135 | 10 | 135 | -8% | 6 | 76 | 70 | -7%
O=C(O)Cn1c(P(=O)(O)c2ccccc2)nc2ccccc21 | 7 | 83 | -7 | 83 | 4% | -3 | 99 | 102 | -3%
O=S(=O)(/N=C/N1CCOCC1)c1ccc(Cl)cc1 | 4 | 145 | -4 | 145 | 7% | 3 | 93 | 90 | 0%
COC(=O)c1cccc(NC(=O)c2nn(C)c(=O)c3ccccc23)c1 | . | . | . | . | -64% | 1 | 74 | 74 | -14%
CCc1ccc(NC(=O)c2cccnc2)cc1 | -1 | 155 | 1 | 155 | 16% | -7 | 81 | 88 | -16%
OC1CN=C2Sc3ccccc3N2C1 (stereo not given) | 12 | 109 | -12 | 109 | 23% | 9 | 104 | 95 | -1%
COc1ccc(C2N3CC4(C)CN2CC(C)(C3)C4=O)cc1OC (stereo not given) | -3 | 163 | 3 | 163 | -9% | -3 | 88 | 91 | -1%
COc1cccc(N2CCN(C(=S)NCc3ccco3)CC2)c1 | 10 | 141 | -10 | 141 | 0% | . | . | . | -1%
Cc1noc(C(=O)Nc2ccc3c(c2)OCO3)c1Cl | -11 | 42 | 11 | 42 | . | -2 | 86 | 88 | .
COc1cccc(NC(=O)C(NC2CCCC2)c2ccccc2)c1 (stereo not given) | 3 | 128 | -3 | 128 | 0% | 9 | 78 | 69 | 2%
CC1(C)NC(=O)N(CC(O)CN2CCCCC2)C1=O (stereo not given) | 1 | 167 | -1 | 167 | 14% | 4 | 93 | 88 | -1%
O=C(CSc1nc(-c2ccco2)cc(C(F)(F)F)n1)NCCCn1ccnc1 | 9 | 65 | -9 | 65 | -14% | 12 | 88 | 76 | 1%
COc1ccc(-c2noc(CSc3nc(N)c(-c4ccccc4)c(=O)[nH]3)n2)cc1OC | -4 | 151 | 4 | 151 | -8% | -13 | 64 | 77 | 4%
COc1ccc(OC)c2sc(NC(=O)c3ccc(Cl)s3)nc12 | 2 | 151 | -2 | 151 | -27% | . | . | . | -12%
Cc1ccc(S(=O)(=O)CCC(=O)OCC(=O)Nc2cc(C)on2)cc1 | 6 | 119 | -6 | 119 | -8% | -5 | 85 | 90 | -1%
CCn1nccc1C(=O)Nc1cc(Cl)ccc1Cl | -12 | 89 | 12 | 89 | 9% | 9 | 82 | 73 | -6%
COc1ccc(C(=O)COC(=O)CN2C(=O)NC(C)(C)C2=O)cc1OC | 8 | 102 | -8 | 102 | -4% | 13 | 97 | 84 | -3%
COC(=O)CSc1nc(NC(C)C)nc(N2CCOCC2)n1 | -11 | 93 | 11 | 93 | -17% | -17 | 77 | 94 | -4%
O=C1c2ccccc2C(O)(Cc2ccccc2)N1Cc1ccco1 (stereo not given) | -13 | 106 | 13 | 106 | . | 12 | 95 | 83 | .
Cc1ccc(C)c(N(C(=O)CS(=O)CC(=O)Nc2ccc3c(c2)OCO3)C(C)C(=O)NC2CCCC2)c1 (stereo not given) | 2 | 107 | -2 | 107 | . | 1 | 85 | 84 | .

Whole records from above. Screens in order: NFkB transloc pot	NFkB transloc pot cell count 2 µM	NFkB transloc inh	NFkB transloc inh cell count 2 µM	PLAP inhibitors HTS	MRP resist rev	MRP resist rev cytotoxicity	MRP resist rev with doxorubicin	Bcl-B TR3 displacers
Profile of `C=CCOc1ccc(/C(CC)=N/O)c(OC)c1` = -5	115	5	115	14%	4	99	94	4%
Profile of `COc1cc2c(=O)n(Cc3ccccc3)c(=O)n(CC(=O)NCCc3ccccc3)c2cc1OC` = 16	180	-16	180	-27%	-6	33	40	4%
Profile of `Cc1noc(C(=O)Nc2ccc3c(c2)OCO3)c1Cl` = -11	42	11	42	.	-2	86	88	.
Profile of `Cc1ccc(OCC(O)CNC(=O)c2ccccc2C(=O)O)cc1` (stereo not given) = -2	110	2	110	2%	.	.	.	2%

Going on with the list.
SMILES | NFkB transloc pot | NFkB transloc pot cell count 2 µM | NFkB transloc inh | NFkB transloc inh cell count 2 µM | PLAP inhibitors HTS | MRP resist rev | MRP resist rev cytotoxicity | MRP resist rev with doxorubicin | Bcl-B TR3 displacers
O=P(O)(O)CCP(=O)(c1ccccc1)c1ccccc1 | 15 | 118 | -15 | 118 | 0% | 5 | 97 | 92 | -4%
COc1ccc(C(=O)O/N=C(\N)Cc2ccc(Cl)cc2)cc1OC | 2 | 109 | -2 | 109 | 5% | . | . | . | 0%
COCCNC(=O)CSCc1nc(-c2ccc(SC)cc2)oc1C | 22 | 93 | -20 | 93 | -23% | . | . | . | -3%
COc1ccc(NC(=O)Cn2nnc(C(N)=O)c2N)c(OC)c1 | 8 | 193 | -8 | 193 | 12% | -7 | 84 | 92 | -3%
Cc1ccc(N=c2ssnc2Cl)cc1 | -1 | 159 | 1 | 159 | -10% | -5 | 2 | 8 | 12%
CCOC(=O)c1ccc2[nH]cc(C(C)=O)c(=O)c2c1 | 7 | 176 | -7 | 176 | . | -1 | 79 | 80 | .
CN(C)[C@H]1N(C(=O)c2ccc(Br)cc2)N=C2c3ccccc3S(=O)(=O)N21 | -6 | 176 | 6 | 176 | -59% | 2 | 86 | 84 | -5%
CC(C)C(c1nnnn1C1CCCC1)N1CCN(C(=O)c2ccco2)CC1 (stereo not given) | -5 | 155 | 5 | 155 | -10% | 8 | 87 | 79 | -4%
CCC(C)NS(=O)(=O)c1cccs1 (stereo not given) | 6 | 107 | -6 | 107 | 7% | 21 | 99 | 78 | -3%
Cc1cccc(C)c1NC(=O)CSCCO | ? | . | -72 | 168 | -2% | 2 | 91 | 89 | -16%
O=C(C1CCN(S(=O)(=O)c2cccs2)CC1)N1CCCCCC1 | 6 | 58 | -6 | 58 | -29% | -7 | 96 | 103 | 2%
O=C(NC1CCC(NC(=O)C(F)(F)C(F)F)CC1)C(F)(F)C(F)F (stereo not given) | . | . | . | . | 0% | -3 | 96 | 99 | 0%
O=c1[nH]c(=O)n(CCO)c2nnn(Cc3ccccc3)c12 | -2 | 117 | 2 | 117 | -2% | 8 | 92 | 84 | -9%
Cc1ccc2[nH]c(=O)c3cc(C(=O)N(CCCOC(C)C)Cc4ccco4)sc3c2c1 | -14 | 195 | 14 | 195 | -36% | -14 | 53 | 66 | -7%
CCCc1cc(=O)n2[nH]c(CCc3ccccc3)nc2n1 | 8 | 75 | -8 | 75 | -3% | 4 | 100 | 96 | -3%
COc1cc(OC)c(C2C(C(=O)Nc3ccccc3)=C(C)Nc3ncnn32)cc1OC (stereo not given) | -10 | 111 | 10 | 111 | 2% | -4 | 96 | 101 | 1%
CCN(CC)C(=O)C1CCN(Cc2ccc(Br)cc2)CC1 | -3 | 129 | 3 | 129 | -61% | 8 | 99 | 91 | 7%
Cc1cc(OCc2nc(-c3cccs3)no2)cc(C)c1Cl | -8 | 196 | 8 | 196 | 62% | 15 | 94 | 78 | -8%
